High-throughput results (PubChem)
Scp1 inh = Scp-1 (human) phosphatase inhibition; AID 493091; Recombinant Scp1, phosphopeptide, malachite green phosphate absorbance; actives 0.88% (n = 340,000); inhibition, % at 20 µM;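 active means inhibition above about 50% at 20 µM, limit read from the data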;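 further: plate controls were DMSO wells with enzyme for no effect and wells lacking enzyme for full effect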
Target sequence (Q9GZU7 76-261 limits assumed): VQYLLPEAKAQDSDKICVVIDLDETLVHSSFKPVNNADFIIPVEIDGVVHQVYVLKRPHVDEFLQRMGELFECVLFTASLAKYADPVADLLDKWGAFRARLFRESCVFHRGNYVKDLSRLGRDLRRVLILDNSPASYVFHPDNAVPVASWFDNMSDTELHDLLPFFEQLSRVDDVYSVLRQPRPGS
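Test system – truncated SCP-1 phosphatase (76-261aa) · Reagent – Phosphorylated 17-residue peptide substrate · Incubation – 45 min room-temperature reaction, 5 min colour, 30 min stabiliser · Detection – colorimetric phosphate reagent with accelerator and stabiliser, absorbance at 630 nm · Measure – % inhibition at 20 µM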
SUMO1-SIM PPI = alters human SUMO1 binding to SIM partners; actives 0.33% (n = 360,000); SUMO1 binding to a labelled peptide, TR-FRET, 1 h; P63165; inhibition, % at 20 µM; in the data active means inhibition above about 37%
Target sequence (P63165 whole entry, looked up): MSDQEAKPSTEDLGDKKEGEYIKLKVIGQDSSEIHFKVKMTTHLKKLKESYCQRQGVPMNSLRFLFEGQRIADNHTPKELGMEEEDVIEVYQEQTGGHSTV
STEP block = inhibitors of human striatal-enriched phosphatase STEP. actives 0.25% (n = 360,000). inhibition, % at 20 µM. recombinant STEP, OMFP fluorogenic substrate, fluorescence. P54829. AID 588621;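 active means inhibition at 20 µM, scaled per plate between control wells, above about 37%, limit read from the data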;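 further: 0% = DMSO with enzyme and substrate and 100% = substrate only without enzyme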
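material = STEP tyrosine phosphatase | reagent = fluorogenic phosphatase substrate OMFP at 25 µM final | doses = single compound dose of 20 µM, 1% DMSO final | schedule = 20 min reaction, room temperature, in the dark | measured by = fluorescence, 480/540 nm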
SKN-1 block = blocks SKN-1 activity in C. elegans; actives 0.49% (n = 360,000); AID 624304; C. elegans VP596 Pgst-4::GFP/RFP ratio, acrylamide-induced, 24 h; inhibition, % at 21.8 µM;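 active means interference check ratio from 0.5 to 1.5 plus GFP to RFP signal ratio inhibition reaching or exceeding a fixed threshold, cut at about 30% in these data, passing the limit was not always enough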; further: some compounds called inactive have numbers as strong as hits
Rpn11 inh = inhibitors of human proteasome Rpn11; O00487; human 26S proteasome, Ub4-pepOG fluorescence polarization; 20S core pre-blocked with epoxomicin; calls only at 20 µM; actives 0.59% (n = 360,000);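 active means inhibition at 20 µM, scaled to each plate's controls, above about 33%, limit read from the data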
Target sequence (O00487 whole entry, looked up): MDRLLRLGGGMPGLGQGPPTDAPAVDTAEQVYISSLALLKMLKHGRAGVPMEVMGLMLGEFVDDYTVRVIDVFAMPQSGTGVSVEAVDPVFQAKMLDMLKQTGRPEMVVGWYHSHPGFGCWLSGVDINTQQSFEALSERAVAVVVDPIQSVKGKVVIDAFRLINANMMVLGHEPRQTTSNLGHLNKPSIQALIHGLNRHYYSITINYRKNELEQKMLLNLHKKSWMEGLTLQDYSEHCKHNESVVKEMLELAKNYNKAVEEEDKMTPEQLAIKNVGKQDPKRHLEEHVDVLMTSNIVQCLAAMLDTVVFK
LMPTP inh = LMPTP (human) inhibition. P24666. recombinant LMPTP-A, OMFP fluorogenic substrate, fluorescence intensity. inhibition, % at 20 µM. actives 0.22% (n = 360,000). AID 651560;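 active means compounds that cut the enzyme signal by at least half of the control window in the single-dose screen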;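 further: plate controls were DMSO wells with enzyme plus substrate for no effect and substrate without enzyme for full effect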
Target sequence (P24666 whole entry, looked up): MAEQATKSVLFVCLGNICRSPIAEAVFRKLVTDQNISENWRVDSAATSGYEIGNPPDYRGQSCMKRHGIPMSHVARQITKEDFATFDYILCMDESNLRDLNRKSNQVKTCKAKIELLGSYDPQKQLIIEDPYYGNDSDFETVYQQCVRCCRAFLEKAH
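Test system: LMPTP-A phosphatase enzyme. Amount: LMPTP-A at 0.625 nM final in the reaction. Reagent: OMFP substrate, 400 µM final. Times: 50 min at room temperature. Signal: endpoint fluorescence intensity from OMFP dephosphorylation. Read-out basis: % inhibition. Benchmarks: no-enzyme and uninhibited controls.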
NadD inh = inhibitors of Staphylococcus aureus NadD | AID 602399 | actives 0.78% (n = 360,000) | purified NadD enzyme, colorimetric absorbance read-out | inhibition, % at 20 µM; in the data active means inhibition above about 26%; further: some compounds past the cut are filed as inactive
MT1-MMP act inh = blocks activation of human MT1-MMP; P50281; HT1080 RFP-PRO-GFP cells, GFP/RFP ratio fluorescence, overnight; percent of plate control window, DMSO zero; GFP/RFP ratio change, % at 20 µM; actives 0.061% (n = 360,000);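 active means GFP/RFP ratio change of at least 30% with cell ATP level not reduced by more than half and red fluorescence within 50% of control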; further: strong numbers were not always called active
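Compound: 20 µM single dose, 1% DMSO / System: HT1080 RFP-PRO-GFP cells / Controls: DMSO and RFP-L50D-GFP cell wells / Read-out basis: GFP/RFP fluorescence ratio / Schedule: overnight compound exposure at 37 °C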
NRP1-CendR mod = modulators of CendR peptide binding to human neuropilin-1; O14786; FAM-RPARPAR peptide binding to NRP-1, fluorescence polarization; inhibition, % at 25 µM; actives 0.85% (n = 360,000);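 active means inhibition or corrected inhibition above about 18%, plus a signal ratio from 0.5 to 1.5, limit read from the data, passing the limit was not always enough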; further: strong numbers were not always called active
DNMT1 inh = DNMT1 (human) enzyme inhibition; inhibition (reported as % activation of signal), % at 10 µM; DNMT1 molecular beacon, Hinp1I cleavage, fluorescence; P26358; actives 0.83% (n = 360,000); in the data active means inhibition above about 50%
The depositor's hits bear a star; i = inactive; . = no result given.

1. CC(C)c1ccc(S(=O)(=O)N2CCN(C(=O)c3cccc(S(=O)(=O)N4CCOCC4)c3)CC2)cc1
2. CCc1cc2c(C)ccc(C)c2nc1SCC(=O)Nc1cc(C)on1
3. CCn1c(SCC(=O)c2ccc(CNC(C)=O)o2)nnc1-c1cccs1
4. Cc1cccc(N(CC(=O)N2CCCC2)S(=O)(=O)c2ccccc2)c1C
5. CC(/C=C/c1ccco1)=N\NC(=O)CNc1ccc2ccccc2c1
6. Cc1nnc(SCC(=O)Nc2ccc(Cl)cn2)n1Cc1ccccc1
7. Cc1ccccc1NS(=O)(=O)c1ccc(OCCNS(C)(=O)=O)cc1
8. Cc1ccc(-n2c(CNc3ccc(F)cc3)nnc2SCC(N)=O)cc1
Assay by compound | 1 | 2 | 3 | 4 | 5 | 6 | 7 | 8
MT1-MMP act inh | 2 | 2 | -1 | -3 | -6 | 3 | -1 | -3
NadD inh | -10 | -5 | -3 | 3 | 8 | -5 | -4 | 4
Scp1 inh | -7 | -6 | 33 | -3 | 1 | -11 | -7 | -6
NRP1-CendR mod | 11 | 8 | 9 | -1 | 5 | 5 | 2 | 3
Rpn11 inh | i | i | i | i | i | i | i | i
SKN-1 block | 9 | -17 | -15 | 4 | 10 | 12 | -3 | -7
SUMO1-SIM PPI | 2 | -4 | -1 | -11 | -15 | 0 | -2 | 0
STEP block | -1 | -2 | 2 | 0 | 2 | 1 | 0 | -1
LMPTP inh | 1.1 | 1.1 | -1.3 | -0.6 | 1.8 | -0.7 | -0.3 | -0.3
DNMT1 inh | -5 | -1 | 2 | 4 | -18 | 4 | 2 | -4

9. COCC(=O)Nc1sc2c(c1C(=O)OC)C(C(=O)OC)CC2 (configuration not stated)
10. CCCC(=O)NC(Nc1ccc(S(=O)(=O)Nc2cc(C)on2)cc1)(C(F)(F)F)C(F)(F)F
11. C=CCc1cc(/C=N/NC(=O)CSc2nnc(CCCc3ccc(OC)cc3)o2)cc(OC)c1O
12. CC1CCCC(NC(=O)COC(=O)c2cccnc2Cl)C1C (configuration not stated)
13. CCOc1ccc2nc(NC(=O)Cn3cnc4c3c(=O)n(C)c(=O)n4C)sc2c1
14. COC(=O)c1ccc(Nc2ncnc3c2cnn3-c2cccc(C)c2)cc1
15. O=c1c(-c2cccnc2)nc2ccccc2n1C(CCc1ccccc1)c1nc2ccccc2[nH]1 (configuration not stated)
16. CN1CCN(c2ccc(C(CC(N)=O)NC(=O)Cc3ccc(Br)cc3)cc2[N+](=O)[O-])CC1 (configuration not stated)
Assay by compound | 9 | 10 | 11 | 12 | 13 | 14 | 15 | 16
MT1-MMP act inh | 0 | -2 | 0 | -1 | -2 | 1 | 2 | 2
NadD inh | -4 | 6 | -3 | -1 | 2 | 2 | . | -2
Scp1 inh | -11 | -12 | -13 | -6 | -6 | -3 | . | -1
NRP1-CendR mod | 9 | -1 | 3 | -4 | -4 | 1 | -8 | 9
Rpn11 inh | i | i | i | i | i | i | . | i
SKN-1 block | -6 | -11 | 0 | 10 | 2 | -3 | 8 | -12
SUMO1-SIM PPI | 8 | -1 | 3 | 1 | 1 | 2 | -22 | 8
STEP block | 5 | -2 | 2 | -2 | 12 | -2 | . | 1
LMPTP inh | 0.1 | -0.7 | -1.5 | -1.5 | -1.4 | 1.5 | 1.3 | -0.6
DNMT1 inh | 9 | -1 | -6 | 4 | 5 | 5 | . | 1

6 compounds from above, sorted by count of non-hydrogen atoms, highest first:
11. C=CCc1cc(/C=N/NC(=O)CSc2nnc(CCCc3ccc(OC)cc3)o2)cc(OC)c1O
16. CN1CCN(c2ccc(C(CC(N)=O)NC(=O)Cc3ccc(Br)cc3)cc2[N+](=O)[O-])CC1 (configuration not stated)
13. CCOc1ccc2nc(NC(=O)Cn3cnc4c3c(=O)n(C)c(=O)n4C)sc2c1
14. COC(=O)c1ccc(Nc2ncnc3c2cnn3-c2cccc(C)c2)cc1
8. Cc1ccc(-n2c(CNc3ccc(F)cc3)nnc2SCC(N)=O)cc1
9. COCC(=O)Nc1sc2c(c1C(=O)OC)C(C(=O)OC)CC2 (configuration not stated)
Assay by compound | 11 | 16 | 13 | 14 | 8 | 9
MT1-MMP act inh | 0 | 2 | -2 | 1 | -3 | 0
NadD inh | -3 | -2 | 2 | 2 | 4 | -4
Scp1 inh | -13 | -1 | -6 | -3 | -6 | -11
NRP1-CendR mod | 3 | 9 | -4 | 1 | 3 | 9
Rpn11 inh | i | i | i | i | i | i
SKN-1 block | 0 | -12 | 2 | -3 | -7 | -6
SUMO1-SIM PPI | 3 | 8 | 1 | 2 | 0 | 8
STEP block | 2 | 1 | 12 | -2 | -1 | 5
LMPTP inh | -1.5 | -0.6 | -1.4 | 1.5 | -0.3 | 0.1
DNMT1 inh | -6 | 1 | 5 | 5 | -4 | 9

The list continues.
17. CC1(C(=O)N2CCCCC2)CCN1C(=O)Cc1ccc(-c2ccccc2)cc1 (configuration not stated)
18. COc1ccc(C(NC(=O)C2CCN(CCCc3ccccc3)CC2)c2cccs2)cc1 (configuration not stated)
19. O=C(OCC(=O)N1CCCCCC1)c1n[nH]c(=O)c2ccccc12
20. CCOC(=O)C1=NN(C(=O)Nc2ccc(OC)cc2)C2C(=O)N(c3cccc(C(F)(F)F)c3)C(=O)C12 (configuration not stated)
21. O=C(CSc1nnnn1C1CCCC1)NCc1ccc2c(c1)OCO2
22. COC(=O)CC1C(=O)NCCN1C(=S)Nc1ccc(F)cc1 (configuration not stated)
23. CCN1Cc2ccccc2-c2ccccc2S1(=O)=O
24. CCn1cnc2c(NCCc3cccnc3)nc(C#N)nc21
Assay by compound | 17 | 18 | 19 | 20 | 21 | 22 | 23 | 24
MT1-MMP act inh | 3 | 3 | 13 | 1 | 0 | 0 | 3 | 5
NadD inh | 4 | 1 | -1 | -3 | -3 | -9 | 3 | -2
Scp1 inh | . | . | 3 | 3 | -4 | -6 | 27 | 1
NRP1-CendR mod | -4 | 1 | -2 | -4 | 1 | 36* | 0 | 17
Rpn11 inh | i | i | i | i | i | i | i | i
SKN-1 block | 16 | -13 | -14 | 9 | 0 | 24 | 21 | 11
SUMO1-SIM PPI | 6 | -8 | -4 | 8 | 1 | 7 | 2 | 1
STEP block | -2 | 1 | -2 | -2 | 0 | -1 | 3 | 0
LMPTP inh | -1.7 | -0.1 | -0.7 | 2.1 | -1.1 | -2.1 | -0.4 | 6.8
DNMT1 inh | 2 | -3 | 5 | -10 | 2 | 4 | -1 | -1

25. CC(C)c1nc(C#N)c(NCCCn2ccnc2)o1
26. O=C(Nc1ccccc1)Nc1ccccc1Br
27. COc1ccccc1Oc1ccc2c(c1)C(=O)N(c1ccc(O)cc1)C2=O
28. CCSc1nc2cc(C(=O)OC)ccc2c(=O)n1CC
29. Cc1cc(NC(=O)Cn2cc([N+](=O)[O-])cn2)no1
30. CCOc1ccc(-n2c(SCC(=O)Nc3cc(C)on3)nnc2-c2c[nH]c3ccccc23)cc1
31. Cc1cc([N+](=O)[O-])cc2ncccc12
32. CCCC(=O)N1CCN(c2ccc(NC(=O)c3ccc([N+](=O)[O-])o3)cc2)CC1
Assay by compound | 25 | 26 | 27 | 28 | 29 | 30 | 31 | 32
MT1-MMP act inh | 4 | -3 | 2 | -2 | 1 | -4 | -1 | 1
NadD inh | -2 | -1 | -3 | 4 | -4 | 15 | -3 | -1
Scp1 inh | 14 | -1 | -13 | -8 | 2 | 2 | -4 | 2
NRP1-CendR mod | 3 | -2 | 8 | -10 | -2 | -5 | -4 | 2
Rpn11 inh | i | i | i | i | i | i | i | i
SKN-1 block | -13 | 13 | -16 | 8 | -5 | -2 | 8 | 4
SUMO1-SIM PPI | -1 | -2 | 2 | 6 | -1 | -4 | -14 | -35
STEP block | 0 | 0 | -2 | 4 | 0 | 8 | -5 | 1
LMPTP inh | -6.1 | -0.7 | -4.2 | 0.6 | -0.7 | 1.8 | -1.8 | -0.8
DNMT1 inh | -4 | 1 | 13 | -1 | -4 | 13 | 4 | -3

33. COc1ccc(-c2csc3ncnc(N4CCN(c5cccc(OC)c5)CC4)c23)cc1
34. Nc1ccc2oc(=O)c3ccccc3c2c1
35. Cc1ccc(C(=O)OCC(=O)c2c[nH]c3ccccc23)cc1NC(=O)c1ccco1
36. CN1CCN(C=Nc2nc3ccccc3nc2N2CCCC2)CC1
37. CC(=O)Nc1ccc(S(=O)(=O)N2CCC(N3CCCC3)CC2)cc1
38. Cc1onc(-c2ccccc2)c1C(=O)NCC(O)c1ccccc1 (configuration not stated)
39. O=C(c1ccc([N+](=O)[O-])o1)N1CCCCCC1
40. COc1cc2c(cc1OC)C(c1cccc([N+](=O)[O-])c1)N(C(=O)c1ccc(F)cc1)CC2 (configuration not stated)
41. Cc1ccc(S(=O)(=O)c2c(C)c(C)c(C)[nH]c2=O)cc1
42. CCC(CC)C(=O)c1c[nH]c(C(=O)NC2CCCCCC2)c1
43. CCC(C)N(C(=O)COC(=O)CNC(=O)c1sc2ccccc2c1Cl)C1CCS(=O)(=O)C1 (configuration not stated)
Assay by compound | 33 | 34 | 35 | 36 | 37 | 38 | 39 | 40 | 41 | 42 | 43
MT1-MMP act inh | -9 | 1 | -5 | -4 | -4 | -1 | 1 | -2 | 0 | -7 | -1
NadD inh | 10 | -2 | -1 | -6 | 4 | -1 | 7 | 3 | -3 | -1 | -2
Scp1 inh | 1 | 3 | 0 | -6 | -6 | 1 | -4 | 0 | 7 | -7 | 1
NRP1-CendR mod | -3 | -5 | -5 | -14 | 6 | 4 | 9 | 6 | 3 | 5 | 9
Rpn11 inh | i | i | i | i | i | i | i | i | i | i | i
SKN-1 block | 1 | 11 | -13 | 10 | 3 | -4 | 4 | 8 | 1 | 15 | -8
SUMO1-SIM PPI | 0 | 0 | 5 | -7 | 0 | 3 | -40 | -7 | 1 | 6 | -5
STEP block | 4 | -1 | -1 | -2 | 10 | -1 | -3 | 0 | -4 | 3 | 2
LMPTP inh | 7.1 | -2.2 | 0.1 | -0.4 | -0.7 | 0.5 | -0.9 | 2.1 | -2.6 | 0.6 | 0.5
DNMT1 inh | -6 | 13 | -2 | -1 | 0 | -1 | 2 | -12 | 3 | 5 | -1

Compounds were not picked by outcome; overall some 3.9% were active at least once.
